GPR55 antagonists: inhibition of LPI-stimulated GPR55 beta-arrestin translocation – imaging, U2OS, beta-arrestin-GFP, LPI agonist, primary screen (AID 2013) | U2OS GPR55 beta-arrestin-GFP translocation imaging, LPI antagonism; higher % means a stronger effect | inhibition, % at 10 µM, or IC50 in µM where a hit was titrated | hit rate 0.13% among 290,000;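 active means spots per cell inhibited over 60%, with over 100 cells counted and total cytoplasm intensity under 500,000; inconclusive means wells with under 100 cells, flagged as likely toxic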;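 further: U2OS cells stably carrying GPR55 and arrestin-GFP stimulated by 5 µM LPI near EC80; imaged beta-arrestin-GFP aggregate spots per cell after agonist stimulation; plate controls were LPI-stimulated DMSO wells for no effect and DMSO wells without LPI for full effect; some results filed as inactive read as strong as hits; confirmed hits need IC50 under 10 µM and bright autofluorescent wells are also inconclusive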
Large T inhibition: TAg ATPase/helicase activity blockers – biochemical (AID 1903); one-dose inhibition, % at 20 µM; IC50 in µM for titrated hits; hit rate 0.39% among 310,000; SV40 large T antigen ATPase/helicase inhibition assay; higher % means a stronger effect; in the data active means a potency from the dose series; inconclusive means inhibition mostly from about 32% at the one dose, without a potency; inactive means the rest, 99 in 100 with inhibition below about 32%; further: strong numbers were not always called active
LYP inhibition: PTPN22 lymphoid phosphatase activity blockers – biochemical, fluorescence intensity, uHTS (AID 1779); recombinant LYP phosphatase, fluorescence intensity; higher % means a stronger effect; inhibition, % at 11.5 µM; hits with a dose series show IC50 in µM; hit rate 0.054% among 290,000; in the data active means inhibition above about 50%;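 further: plate controls were vehicle with enzyme for no effect and no enzyme for full effect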
GPR35 arrestin U2OS: inhibition of zaprinast-stimulated GPR35 beta-arrestin translocation – imaging, U2OS, beta-arrestin-GFP, zaprinast agonist, primary screen (AID 2058). U2OS GPR35 beta-arrestin-GFP translocation imaging, zaprinast antagonism; higher % means a stronger effect. one-dose inhibition, % at 10 µM; IC50 in µM for titrated hits. hit rate 0.052% among 290,000;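 active means inhibition of at least 50% with at least 30 cells and total cytoplasm GFP at most 10,000,000; inconclusive means under 30 cells or total GFP of 10,000,000 plus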
T cell modulator: modulates CD8 T cell binding to vesicles | hit rate 0.068% among 330,000 | 2C CD8+ T cell-vesicle binding, flow cytometry; stronger effect = lower value | calls only at 7 µM;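 active means response, share of CD8 T cells binding vesicles, and their 90th percentile fluorescence all below set limits, cut at about 80% in these data, passing the limit was not always enough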
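material = purified 2C TCR transgenic mouse naive CD8+ T cells | controls = Unloaded micro-vesicles (low), QL9 vesicles with 0.7% DMSO (high) | detection = cytometric PE anti-B7-1 and Alexa647 anti-CD8 signals after 1% paraformaldehyde fixation | incubation = binding step 1.5 h, 37 °C, antibody labelling 20 min, ice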
NTR1 ag: agonists of NTR1, primary screen, imaging, U2OS cells, beta-arrestin-GFP, high content (AID 493036). P30989. activation, % at 20 µM. NTR1-U2OS beta-arrestin-GFP spot imaging, agonist mode. hit rate 0.17% among 330,000;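 active means activation at or above 40% of the spot to cytoplasm intensity ratio, with at least 20 cells analyzed; inconclusive means wells under 20 cells, flagged as cytotoxic or low count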;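 further: 0% = DMSO without peptide and 100% = 100 nM NTR1 peptide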
Target sequence (P30989 whole entry, looked up): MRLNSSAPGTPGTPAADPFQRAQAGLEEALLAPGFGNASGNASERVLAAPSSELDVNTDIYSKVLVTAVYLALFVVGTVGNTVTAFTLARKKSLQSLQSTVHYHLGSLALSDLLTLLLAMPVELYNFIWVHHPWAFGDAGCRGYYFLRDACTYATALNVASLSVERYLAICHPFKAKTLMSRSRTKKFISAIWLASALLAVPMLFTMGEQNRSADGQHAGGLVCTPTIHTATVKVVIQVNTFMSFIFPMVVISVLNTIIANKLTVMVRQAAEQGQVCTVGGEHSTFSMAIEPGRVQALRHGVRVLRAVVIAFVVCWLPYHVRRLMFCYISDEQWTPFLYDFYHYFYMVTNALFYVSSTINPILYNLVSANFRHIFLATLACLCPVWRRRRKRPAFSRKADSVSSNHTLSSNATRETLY
Lipid droplet: hepatic lipid droplet formation modulation; AML12 mouse hepatocytes, oleate lipid droplets, BODIPY imaging; inhibition, % at 6.5 µM; hit rate 0.4% among 240,000; AID 1656;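 active means lipid droplet intensity inhibited by at least 50%, with more than 500 cells counted; inconclusive means wells with under 300 cells, treated as cytotoxic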
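Test system: AML12 mouse liver cells; schedule: overnight exposure; technique: high-content imaging of BODIPY-stained droplets and DAPI nuclei; read-out: % inhibition of corrected integrated BODIPY droplet signal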
GPR55 beta-arrestin: GPR55 agonists via beta-arrestin recruitment, primary screen, imaging, U2OS cells, beta-arrestin-GFP redistribution (AID 1961). U2OS GPR55 beta-arrestin-GFP redistribution imaging; higher % means a stronger effect. hit rate 0.048% among 290,000. one-dose activation, % at 10 µM; EC50 in µM for titrated hits;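 active means activation above 40% with more than 50 cells counted in the well; inconclusive means wells holding fewer than 50 cells, flagged as toxic or sparse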;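 further: U2OS osteosarcoma cells stably expressing GPR55 and beta-arrestin-GFP; plate controls were DMSO negative control for no effect and LPI positive control for full effect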
MgcRacGAP inhibition: MgcRacGAP GTPase-activating activity inhibitors, confirmation, biochemical, ADP Hunter fluorescence | inhibition, % at 30 µM; hits with a dose series show IC50 in µM | MgcRacGAP-stimulated Rac1 GTP hydrolysis, ADP Hunter fluorescence; higher % means a stronger effect; GST-tagged Rac1 F28L mutant substrate | AID 624330 | hit rate 0.6% among 340,000;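 active means first-screen hits whose inhibition reached a set limit at any dose in the follow-up dose series; inconclusive means inhibition above the set first-screen limit but never retested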;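 further: fluorescence reports GDP produced by GAP-driven GTP hydrolysis; strong numbers were not always called active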
Lipid droplet cells 6.5 µM: recorded beside Lipid droplet, whose call it bears; cell count; measured here: cell count, cytotoxicity flag;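 cells counted across two imaged fields per well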
T cell modulator vesicle-bound %: recorded beside T cell modulator, whose call it bears; double positive events, %; measured here: CD8+ vesicle-bound cell fraction;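 binding gate set so that unloaded-vesicle control wells show 10% double positive cells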
NTR1 ag cell count 20 µM: also measured in NTR1 ag; calls as there; cell count; measured here: cell count, cytotoxicity flag
Starred values were filed as active, the others as inactive; i = inactive; ? = inconclusive; . = no result given. Not a hit list. Share with any hit: about 1.8%.

SMILES | GPR55 antagonists | Large T inhibition | LYP inhibition | GPR35 arrestin U2OS | T cell modulator | T cell modulator vesicle-bound % | NTR1 ag | NTR1 ag cell count 20 µM | Lipid droplet | Lipid droplet cells 6.5 µM | GPR55 beta-arrestin | MgcRacGAP inhibition
CCOc1ccc(N2CC(C(=O)Nc3ccc4c(c3)OCO4)CC2=O)cc1 (stereo not given) | -6% | 7% | 2% | -5% | i | 22 | 0.8 | 65 | 0 | 673 | 0.0% | 7%
Cc1cc(C)cc(N(C(=O)c2snc(C(N)=O)c2N)C(C(=O)NCC2CCCO2)c2ccc(C)o2)c1 (stereo not given) | 16% | 5% | -13% | 16% | i | 40 | 1.9 | 51 | -13 | 728 | 0.4% | 5%
O=C1C2C3c4ccccc4C(c4ccccc43)C2c2nc3ccccc3n21 (stereo not given) | 6% | 2% | -1% | 2% | i | 12 | 6.7 | 52 | 9 | 764 | -0.2% | 13%
CCCn1c(SCc2ccccn2)nc2c1c(=O)n(C)c(=O)n2C | -8% | 1% | -9% | 18% | i | 22 | -1.2 | 45 | . | . | -0.3% | 0%
COc1cc(C=O)ccc1OCc1ccncc1 | -2% | 24% | -6% | -2% | i | 57 | 0.6 | 78 | 6 | 718 | 0.0% | 5%
CCN(CC)S(=O)(=O)c1cccc(C(=O)N[C@H](C(=O)OCC(=O)Nc2ccccc2)C(C)C)c1 | 19% | 9% | -5% | -2% | i | 39 | 4.3 | 43 | 10 | 794 | 0.0% | 6%
OCCN(Cc1ccccc1)CC1CC=CCC1 (stereo not given) | 8% | 11% | 20% | -6% | i | 14 | -0.5 | 46 | -7 | 689 | 0.1% | ?
CC(=O)Nc1c(O)[nH]c2ccccc12 | 12% | 0% | -2% | -4% | i | 30 | 1.1 | 57 | 1 | 686 | 0.2% | 8%
O=C(N/N=C/c1coc2ccccc2c1=O)c1cn(-c2ccccc2)nc1-c1ccccc1 | 15% | 12% | 0% | -24% | i | 64 | 3.7 | 49 | -1 | 620 | 0.3% | 0%
Cn1nc(-c2ccccc2)cc1NS(=O)(=O)c1ccccc1 | 11% | 4% | -6% | 8% | i | 13 | 0.7 | 55 | 8 | 756 | 0.0% | 8%
Cc1ccc2nc(C)cc(N/N=C/c3ccccc3O)c2c1 | 1% | 3% | -5% | 2% | i | 56 | 1.0 | 40 | -3 | 814 | -0.4% | 9%
CC(C)c1ccccc1OCC(=O)Nc1cc(S(=O)(=O)N2CCOCC2)ccc1N1CCCC1 | . | 11% | . | . | i | 40 | 1.4 | 62 | . | . | . | 3%
Cc1nn(C)c(NC(=O)c2ccccc2Cl)c1Br | -5% | 2% | -10% | -1% | i | 43 | -0.8 | 95 | -5 | 821 | -0.1% | 2%
COc1ccccc1-c1nc2c3ccccc3nc(=S)n2[nH]1 | -10% | 34% | -2% | 8% | i | 63 | -0.4 | 68 | -11 | 730 | 0.3% | 10%
COc1ccccc1NC(=O)CCC(=O)OCc1ccc([N+](=O)[O-])cc1 | 17% | -4% | -8% | -4% | i | 38 | -1.3 | 96 | -4 | 667 | 0.3% | -1%
CN(C)C(=O)COC(=O)c1ccccc1NC(=O)c1ccco1 | 3% | 10% | -7% | 11% | i | 20 | 0.4 | 44 | 4 | 671 | -0.2% | 8%
CN1CCN(CCCNC(=O)c2cn(C3CCCCC3)c(=O)c3c2c2ccccc2n3C)CC1 | 18% | -2% | -4% | 4% | i | 56 | -1.4 | 46 | 15 | 810 | -0.1% | 5%
CS(=O)(=O)N1CC(C(=O)O)Oc2ccc(CC(=O)O)cc21 (stereo not given) | -2% | 1% | -4% | -8% | i | 39 | 0.2 | 88 | -1 | 697 | -0.3% | 4%
Cc1ccc(CNC(=O)C2CNc3cc(C)ccc3O2)cc1 (stereo not given) | -13% | 1% | -1% | 10% | . | . | 1.4 | 61 | . | . | 0.3% | 10%
O=C(NCc1cccnc1)c1ccc(Cl)c(S(=O)(=O)N2CCCCCC2)c1 | -14% | 21% | -6% | 3% | i | 40 | 0.7 | 52 | -1 | 698 | 0.8% | 2%
CCOCc1cnc(C)nc1NCC(=O)c1c(C)[nH]c2ccccc12 | 10% | 4% | -8% | 9% | i | 5 | 8.4 | 108 | . | . | -0.1% | 6%
COc1ccc(C(CC(=O)NC(C)c2ccc(-c3ccccc3)cc2)NC(C)=O)cc1 (stereo not given) | 7% | 19% | -8% | 3% | i | 53 | 0.2 | 43 | -2 | 731 | 0.5% | 4%
CCOc1cc(/C=C/c2ccc3cccc([N+](=O)[O-])c3n2)cc(Cl)c1O | -9% | 12% | 0% | 1% | i | 45 | 5.2 | 38 | 2 | 732 | -0.3% | 7%
COc1cc2c(cc1OC)C(c1cc(OC)c(OC)cc1[N+](=O)[O-])N(C(C)=O)CC2 (stereo not given) | 18% | 26% | -8% | -5% | i | 17 | 0.4 | 44 | -10 | 825 | -0.1% | 6%
Cc1c(C)[n+](=O)c(-c2cccs2)c(C)n1[O-] | 0% | -7% | -4% | -7% | i | 25 | 0.5 | 64 | -6 | 732 | -0.5% | 3%
Next results follow.
SMILES | GPR55 antagonists | Large T inhibition | LYP inhibition | GPR35 arrestin U2OS | T cell modulator | T cell modulator vesicle-bound % | NTR1 ag | NTR1 ag cell count 20 µM | Lipid droplet | Lipid droplet cells 6.5 µM | GPR55 beta-arrestin | MgcRacGAP inhibition
CC(C)CNC(=O)c1cc(-c2ccc3c(c2)OCO3)on1 | 2% | 5% | -6% | -2% | i | 16 | 0.8 | 97 | -18 | 847 | -0.1% | 8%
Cc1ccc(OCC(=O)NNC(=O)c2ccc3c(=O)n4c(nc3c2)CCC4)cc1 | . | 3% | . | . | i | 30 | 2.2 | 61 | . | . | . | 5%
O=C(COc1ccc2c3c(c(=O)oc2c1)CCCC3)NCCCn1ccnc1 | 8% | 4% | -9% | 6% | i | 65 | -0.6 | 63 | 10 | 708 | -0.1% | 9%
COc1ccc(N/C(=N/c2nc(C)cc(C)n2)NC(=O)Nc2ccc(Cl)c(Cl)c2)c(OC)c1 | 6% | 1% | -8% | 9% | i | 50 | 1.8 | 72 | -15 | 602 | -0.3% | 6%
CC(=O)OCC12COC3c4ccccc4OC(C)(CC1C)C3C2C (stereo not given) | 7% | 12% | 1% | -10% | i | 26 | 0.0 | 49 | 2 | 746 | 0.0% | 7%
Oc1ccc(Cn2ccnc2)c2cccnc12 | -2% | . | 0% | -1% | i | 54 | -0.9 | 92 | -4 | 721 | 0.2% | 0%
O=C(CSC1=NS(=O)(=O)c2cc(Cl)ccc2N1)Nc1ccccc1F | . | 15% | . | . | i | 47 | -0.6 | 65 | . | . | . | 3%
Cc1cc(C)c(NC(=O)Cn2c([N+](=O)[O-])cnc2C)c(C)c1 | 3% | 9% | -5% | 4% | i | 53 | 1.9 | 57 | 32 | 673 | -0.1% | 7%
O=C(CS(=O)(=O)c1ccccc1)N1CCN(c2ccccc2)CC1 | . | 14% | . | . | i | 31 | -0.9 | 60 | . | . | . | 0%
COC(=O)c1ccc(NC(=S)NC(=O)c2c(-c3ccccc3)noc2C)cc1 | 14% | 5% | -3% | 9% | i | 22 | 4.6 | 48 | 4 | 701 | 0.2% | 4%
Cc1ccccc1C(=O)NNC(=O)C(=O)Nc1cccc(Cl)c1C | 5% | 4% | -10% | 5% | i | 55 | 2.6 | 80 | . | . | 0.3% | 12%
O=[N+]([O-])c1ccc(N2CCN(Cc3ccccc3)CC2)s1 | 6% | 2% | 0% | 7% | i | 12 | -1.5 | 42 | 2 | 746 | -0.1% | 2%
CCOC(=O)C1(Cc2ccc(Cl)cc2)CCN(C(C)Cc2ccc(O)c(OC)c2)CC1 (stereo not given) | 8% | 25% | -3% | 3% | i | 55 | 2.7 | 46 | -16 | 765 | -0.3% | 12%
CCn1c(/C=C/Nc2ccccc2)[n+](CC)c2ccc(C(=O)OCC(F)(F)F)cc21 | 20% | -5% | -4% | -30% | i | 38 | 4.6 | 66 | -27 | 602 | 0.9% | 11%
COCCCNc1nc2nonc2nc1N1C[C@H]2CC[C@H]1C2 | 0% | 5% | -5% | -16% | i | 65 | 0.9 | 29 | -8 | 656 | -0.2% | 8%
Cc1ccc(CN/C=C/C(=O)c2ccc(Br)cc2)cc1 | 12% | 9% | -5% | -9% | i | 61 | 3.7 | 73 | . | . | -0.2% | 13%
CCCCCC(=O)Nc1ccc(C(=O)COC(=O)CN2C(=O)NC3(CCCC3)C2=O)cc1 | . | 15% | . | . | i | 21 | 0.2 | 70 | . | . | . | 7%
C=CCOc1ccc(/C=C\c2nc(O)c([N+](=O)[O-])c(=O)[nH]2)cc1OCC | -1% | 34% | -5% | 1% | i | 41 | -0.1 | 100 | -1 | 407 | -0.1% | 11%
Cc1ccc(NC(=O)NC(=O)CSc2n[nH]c(N)n2)c(C)c1 | 6% | 3% | -2% | 0% | i | 55 | 1.7 | 41 | 8 | 645 | -0.2% | -34%
O=C(Cn1cnc([N+](=O)[O-])n1)NCc1ccccc1 | -29% | -3% | 1% | 18% | i | 57 | -1.0 | 48 | . | . | -0.1% | 7%
O=C(c1cnn(-c2ccc(Cl)cc2)c1)c1ccccc1O | 10% | 0% | -6% | -11% | i | 55 | 4.8 | 51 | 2 | 717 | -0.5% | 6%
CC1CC(C)CN(CCCNC(=O)c2ccc(CNS(=O)(=O)c3ccc(F)cc3)cc2)C1 (stereo not given) | 2% | 10% | -14% | 10% | i | 13 | -0.2 | 55 | -16 | 738 | 0.4% | 16%
CCOc1ccc(OCCOC(=O)C2CCN(S(=O)(=O)c3ccc(C)c(C)c3)CC2)cc1 | . | -3% | . | . | i | 17 | 1.3 | 55 | . | . | . | 9%
Cn1cc(/C=C2\SC(=S)N(NC(=O)c3ccccc3)C2=O)c2ccccc21 | -9% | 5% | 0% | 27% | i | 35 | . | . | -1 | 654 | -0.2% | 1%
